# RGS12 GoLoco inh = RGS12 GoLoco-Gai1 interaction inhibition; Gai1:RGS12 GoLoco peptide FP, rhodamine, 10 min; Potency, µM (series often up to 61.6 µM), for inactives: at the highest dose activity, negative = inhibition, most hits filed as inhibitors; 230,000 compounds, 0.44% hits; active means well fitted inhibition curve with a large enough effect, not every such curve was filed as active; inactive means no such curve, though single readings can be large or run the other way; further: on the % scale 0 is the no-effect control and ±100 the full control effect; nearly all actives have a fitted effect of over 30% in size; many of its hits are not listed in these tables
# Luc counter = blocks Kinase-Glo luciferase, a counter-screen artifact; Q27757; Kinase-Glo luciferase, ATP luminescence, 8 min; Potency, µM (highest dose often 38.3 µM), without a hit: at the highest dose activity change, negative = inhibition, actives largely listed as inhibitors; 200,000 compounds, 0.28% hits; AID 1379; further: on the % scale 0 is the no-effect control and ±100 the full control effect; nearly all actives have a fitted effect of over 60% in size
#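 Substrate mix (final 50 mM imidazole pH 7.2, 50 mM KCl, 7 mM MgCl2, 10 uM ATP, 0.01% Tween 20, 0.05% BSA) plus pin-tool compound, then Kinase-Glo detection mix; 8 min ambient, luminescence read.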
# IMPase Li cell = IMPase inhibition in cells with lithium potentiation. Potency, µM (highest dose often 59.4 µM), inactives show at the top dose activity, negative = IMPase inhibition, actives largely listed as inhibitors. CHO-M1 cells, IP1 TR-FRET (IP-One), carbachol + lithium. AID 1457. 210,000 compounds, 0.35% hits;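 further: IP1 builds up when IMPase is blocked and the TR-FRET signal falls; plate controls were basal vehicle for no effect and high inhibitor control for full effect; nearly all actives have a fitted effect of over 50% in size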
#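 CHO-M1, 2000 cells/well, 16–30 h culture; cpd + low Li+, 30 min 37C; lysis with d2-IP1/Eu-anti-IP1 Ab, 10 min RT; TR-FRET 665/620 ratio and 620 channel; AC50 via Hill.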
# KDM4E inh = blocks human JMJD2E demethylase activity | Potency, µM (series often up to 57.1 µM), without a hit: at the top dose activity change, negative = inhibition, most hits filed as inhibitors | JMJD2E catalytic domain, FDH-coupled NADH fluorescence (FDH is formaldehyde dehydrogenase) | B2RXH2 | 230,000 compounds, 1.6% hits; active means well fitted inhibition curve with a large enough effect, not every such curve was filed as active; inconclusive means small, poorly fitted or top-dose-only effect, or another doubt; inactive means no such curve, though single readings can be large or run the other way;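 further: 0% = wells with enzyme and -100% = buffer wells without enzyme; nearly all actives have a fitted effect of over 50% in size; many of its hits are not listed in these tables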
# Target sequence (B2RXH2 1-337 limits assumed): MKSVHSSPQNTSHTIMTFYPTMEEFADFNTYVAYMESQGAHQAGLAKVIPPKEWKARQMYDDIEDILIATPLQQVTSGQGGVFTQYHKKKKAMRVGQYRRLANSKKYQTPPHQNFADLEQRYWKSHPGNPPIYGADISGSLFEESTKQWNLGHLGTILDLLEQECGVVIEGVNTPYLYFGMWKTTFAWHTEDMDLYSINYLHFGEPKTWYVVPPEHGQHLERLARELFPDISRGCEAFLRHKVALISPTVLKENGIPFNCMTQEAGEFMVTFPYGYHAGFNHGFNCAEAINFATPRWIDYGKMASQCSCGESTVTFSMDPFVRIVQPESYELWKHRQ
# RECQ1 inh = inhibitors of human RECQ1 DNA helicase; AID 2549; P46063; RECQ1 DNA unwinding, red fluorescence kinetic read; 240,000 compounds, 0.54% hits; Potency, µM (doses to about 57.3 µM), for the others: at the highest dose activity, negative = inhibition, hits mostly inhibitors;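 further: plate controls were vehicle for no effect and no enzyme for full effect; nearly all actives have a fitted effect of over 30% in size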
# Target sequence (P46063 whole entry, looked up): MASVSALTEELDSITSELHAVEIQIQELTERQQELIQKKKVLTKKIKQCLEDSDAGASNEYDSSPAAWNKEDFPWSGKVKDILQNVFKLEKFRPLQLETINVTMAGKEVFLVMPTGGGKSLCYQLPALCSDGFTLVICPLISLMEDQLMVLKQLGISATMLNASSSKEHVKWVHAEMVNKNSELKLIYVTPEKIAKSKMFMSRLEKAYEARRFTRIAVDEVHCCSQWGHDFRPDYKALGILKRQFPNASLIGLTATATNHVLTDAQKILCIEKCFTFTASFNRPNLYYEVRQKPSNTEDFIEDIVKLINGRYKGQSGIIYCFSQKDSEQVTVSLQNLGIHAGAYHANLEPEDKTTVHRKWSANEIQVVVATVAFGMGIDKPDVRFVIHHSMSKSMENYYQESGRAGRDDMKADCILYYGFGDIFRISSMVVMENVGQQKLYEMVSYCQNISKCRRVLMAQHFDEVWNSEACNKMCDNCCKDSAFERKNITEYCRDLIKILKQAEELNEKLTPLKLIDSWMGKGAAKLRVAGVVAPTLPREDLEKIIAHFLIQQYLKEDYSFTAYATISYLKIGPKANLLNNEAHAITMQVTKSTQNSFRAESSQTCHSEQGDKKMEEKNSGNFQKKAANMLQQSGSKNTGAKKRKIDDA
#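 50 nM RECQ1T1 preincubated 15 min with compound in Tris pH 8.0 buffer with MgCl2, DTT, Tween-20 and 2.5 ug/ml poly(dI-dC); started with 200 nM TAMRA/BHQ-2 forked duplex and 2 mM ATP. Unwinding read as fluorescence (525/598 nm), two reads 2 h apart.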
# NPSR antag = neuropeptide S receptor (human) antagonism, cAMP | Q6W5P4 | Potency, µM (series often up to 38.3 µM), inactives show at the top dose activity change, negative = inhibition, usual class: inhibitors | CHO-NPSR cells, cAMP TR-FRET, antagonist mode | 220,000 compounds, 1% hits; further: on the % scale 0 is the no-effect control and ±100 the full control effect; nearly all actives have a fitted effect of over 50% in size; many of its hits are not listed in these tables
# SMN2 splice up = enhancers of SMN2 splice variant expression | AID 1458 | 210,000 compounds, 2.8% hits | HEK293 SMN2-luciferase splicing reporter, luminescence, 30-36 h | Potency, µM (doses to about 46.1 µM), for the others: at the top dose activity change, positive = activation, hits mostly activators; further: % of control where 0% means no effect; nearly all actives have a fitted effect of over 55% in size
#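 HEK293 cells carry an SMN2 […]–luciferase reporter in which exon 7 inclusion puts luciferase in frame. Cells were plated 10-12 h before compound addition, then incubated 30-36 h at 37C. ONE-Glo luminescence was read; sodium butyrate at 4.5 mM final served as control.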
# Epigenetic reg = regulators of epigenetic silencing causing reporter derepression in mouse cells | murine LDR cells, GFP reporter derepression, 30 h | Potency, µM (highest dose often 53.9 µM), for inactives: top-dose GFP activation, usual class: activators | 280,000 compounds, 0.2% hits | AID 1865; further: % of control where 0% means no effect; nearly all actives have a fitted effect of over 60% in size
#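 GFP-positive cell count by laser-scanning cytometry (objects 20–120 um) after 30 h, 37 C compound exposure of murine LDR cells; reporter is CMV-GFP integrated at a silenced locus, inducible by HDAC or DNMT inhibitors.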
# Starred values were filed as active, the others as inactive; i = inactive; ? = inconclusive; . = not tested or not shown; [ ] = another dose, or the depositor's remark. Unless noted, the call rests on the fitted dose curve; in most records, active means well fitted curve in the direction sought with a large enough effect; inconclusive means small, poorly fitted or top-dose-only effect, or another doubt; inactive means no such curve, though single readings can be large; an effect the other way counts as inactive or inconclusive. Potency means the concentration at half of the fitted maximal effect.
# Values in the order: RGS12 GoLoco inh	SMN2 splice up	IMPase Li cell	NPSR antag	Luc counter	Epigenetic reg	KDM4E inh	RECQ1 inh
- Cc1cc(NC(=O)CSc2ccc3nnc(CCNC(=O)c4ccccc4)n3n2)no1
    4%	1%	-5%	19%	0%	-2.1%	?	1%
- COc1ccc(C(=O)Nc2c(N)nc(SCC(=O)N3CCC(C)CC3)[nH]c2=O)cc1OC
    7%	-2%	0%[38.3 µM]	-1%[46.1 µM]	1%	0.8%	9%	-7%
- Cn1cc(CNC(=O)Nc2ccc3c(c2)OCO3)cn1
    -7%	23%	4%	1%[46.1 µM]	-2%	0.9%	5%	-4%
- COc1ccc(/C(C)=N/Nc2ccc(C(=O)O)cc2)c(OC)c1
    -1%	16µM*	6%	-12%	-2%	0.0%	-5%	-1%
- OCCNc1nc(OCC(F)(F)F)nc(N2CCN(C34CC5CC(CC(C5)C3)C4)CC2)n1
    -4%	19%	31%[38.3 µM]	-12%[46.1 µM]	1%	0.0%	-5%	2%
- O=C(NCCS(=O)(=O)c1ccc(Cl)cc1)c1ccc(F)cc1
    5%	-10%	4%	0%	-5%	0.5%	-3%	-14%
- Cc1ccc(Oc2nnc(-c3ccccc3)c3ccccc23)cc1
    6%	-18%	10%[38.3 µM]	?	0%	0.0%	-4%	i
- O=C(Cc1ccccc1)N1CCN(C(=O)c2cccs2)CC1
    -2%	-12%	2%[38.3 µM]	-21%[46.1 µM]	13%	-3.5%	16%	-16%
- COc1ccccc1NC(=O)c1c([N+](=O)[O-])c(C(C)(C)C)nn1C
    1%	.	.	-23%	.	-0.7%	1%	-3%
- COc1ccc2c(-c3ccccc3)cc(SCC(=O)NC(N)=O)nc2c1
    5%	-1%	2%	?	1%	-0.2%	?	-7%
- CCOc1ccc(NC(=O)CC2C(=O)Nc3ccccc3N2C(=O)c2ccccc2)cc1 (stereo unspecified)
    13%	.	-3%	54%	-1%	0.4%	-3%	i
- CCC(Sc1ncccc1C(=O)OCCN1CCCC1=O)C(=O)NCc1ccco1 (stereo unspecified)
    -2%	-16%	-21%[38.3 µM]	-18%[46.1 µM]	0%	-2.3%	-20%	-9%
- O=C1N(c2ccccc2)C2CS(=O)(=O)CC2N1c1ccc(Cl)c(Cl)c1 (stereo unspecified)
    -17%	2%	-1%[38.3 µM]	5%[46.1 µM]	-3%	-0.9%	-5%	-5%
- COC(=O)CCSCC(=O)N1N=C(c2ccc(OC)cc2)CC1c1cccc(OC)c1OC (stereo unspecified)
    3%	4%	10%	-36%	2%	0.2%	-29%	-3%
- COc1ccc(-c2coc3cc4oc(=O)cc(-c5ccccc5)c4cc23)cc1F
    -12%	-68%[inhibitor]	4%	-2%[46.1 µM]	-1%	2.3%	-4%	-2%

# Compound profiles (already shown). Order of screens: RGS12 GoLoco inh | SMN2 splice up | IMPase Li cell | NPSR antag | Luc counter | Epigenetic reg | KDM4E inh | RECQ1 inh
# Shown for COc1ccc(/C(C)=N/Nc2ccc(C(=O)O)cc2)c(OC)c1 : -1% | 16µM* | 6% | -12% | -2% | 0.0% | -5% | -1%
# Shown for COc1ccc(-c2coc3cc4oc(=O)cc(-c5ccccc5)c4cc23)cc1F : -12% | -68%[inhibitor] | 4% | -2%[46.1 µM] | -1% | 2.3% | -4% | -2%
# Shown for CCC(Sc1ncccc1C(=O)OCCN1CCCC1=O)C(=O)NCc1ccco1 (stereo unspecified) : -2% | -16% | -21%[38.3 µM] | -18%[46.1 µM] | 0% | -2.3% | -20% | -9%
# Shown for CCOc1ccc(NC(=O)CC2C(=O)Nc3ccccc3N2C(=O)c2ccccc2)cc1 (stereo unspecified) : 13% | . | -3% | 54% | -1% | 0.4% | -3% | i
# Shown for Cc1cc(NC(=O)CSc2ccc3nnc(CCNC(=O)c4ccccc4)n3n2)no1 : 4% | 1% | -5% | 19% | 0% | -2.1% | ? | 1%

# The list goes on.
# Values in the order: RGS12 GoLoco inh	SMN2 splice up	IMPase Li cell	NPSR antag	Luc counter	Epigenetic reg	KDM4E inh	RECQ1 inh
- CC12CCC(C(=O)Nc3ccc(Br)cn3)(OC1=O)C2(C)C (stereo unspecified)
    1%	.	.	-1%	.	-0.7%	2%	-5%
- Cc1ccc(O)c(N=Nc2ccc(S(=O)(=O)N3CCOCC3)cc2)c1
    -4%	1%	11%	-6%	-3%	2.5%	5%	i
- Cc1cccc(NC(=O)Nc2ccc(C#N)cc2)n1
    -8%	11µM*	31%[38.3 µM]	-2%[46.1 µM]	3%	0.8%	4%	i
- O=C(Nc1cccc(C(F)(F)F)c1)c1cc2c(s1)-c1ccccc1OC2
    -3%	-1%	-3%	-17%	-1%	-1.1%	?	-2%
- CCCCN(CCCC)CC(O)COc1ccccc1C(=O)Nc1ccccc1 (stereo unspecified)
    9%	-7%	12%	?	-2%	-0.2%	-2%	i
- CC(C)NS(=O)(=O)c1ccc(OCC(=O)Nc2ccc(F)cc2F)cc1
    7%	-13%	23%[38.3 µM]	-2%[46.1 µM]	0%	-4.1%	-2%	-3%
- COc1cccc(C(=O)NCCC2=CCCCC2)c1OC
    4%	13µM*	4%[38.3 µM]	-2%[46.1 µM]	0%	-1.0%	2%	-11%
- CCN(CC)C(=O)CC(c1cc(OC)c(OC)c(OC)c1)c1c(OC)cc(OC)c2ccc(=O)oc12 (stereo unspecified)
    5%	.	.	-23%	.	-0.1%	?	-5%
- CN1CCCC(C#CC(O)(c2ccccc2)c2ccccc2)C1 (stereo unspecified)
    -8%	.	23%	3%	1%	-2.1%	-7%	-7%
- CC1=C(C(=O)Nc2ccccc2)C(c2ccccc2[N+](=O)[O-])NC(=O)N1 (stereo unspecified)
    54%[activator]	9%	-2%	-5%	-1%	1.3%	-9%	i
- O=C(Nc1ccccc1)C1CCCN1C(=O)Nc1ccccc1[N+](=O)[O-] (stereo unspecified)
    11%	-5%	-1%	2%	3%	-6.0%	-21%	i
- O=C(O)c1cc(NC(=O)c2ccccc2[N+](=O)[O-])ccc1O
    13%	.	7%	-10%	0%	6.0%	0%	-3%
- CC(=O)C1=C(C)NC(C)=C(C(C)=O)C1c1ccc(-c2ccccc2Cl)o1
    6%	-20%	-10%[38.3 µM]	-25%[46.1 µM]	-2%	-1.1%	-22%	-6%
- O=C(O)CCC(=O)N(Cc1ccco1)C1CC(=O)N(c2ccccc2)C1=O (stereo unspecified)
    0%	.	.	50%	.	3.2%	6%	-5%
- CCCn1nnnc1NCc1ccccc1OCc1ccc(F)cc1
    -1%	.	14%[38.3 µM]	-6%[46.1 µM]	3%	3.2%	10%	i
- CC1=NN2C(=N)/C(=C\c3cc(C)n(Cc4ccccc4)c3C)C(=O)N=C2S1
    5%	.	.	?	.	3.1%	?	-5%
- CCC(=O)OC1CCC2C3CCc4cc(O)ccc4C3CC[C@]12C (stereo partly specified)
    -11%	-15%	25%	.	-5%	1.3%	-17%	i
- O=C1CSC(c2ccccn2)N1c1ccc(C(F)(F)F)cc1 (stereo unspecified)
    1%	.	.	5%	.	1.0%	0%	-3%
- Cc1cc(=O)[nH]c(SCC(=O)Nc2nc3ccccc3s2)n1
    3%	-21%	-13%	1%	3%	-1.2%	-6%	-22%
- Cc1cccc2cc(CN(CCCN(C)C)C(=S)NCCc3ccccc3)c(=O)[nH]c12
    1%	.	14%	4%	-3%	3.8%	-8%	-8%
- COC(=O)c1sc(NC(=O)c2cc(-c3ccccc3)nc3ccccc23)c(C#N)c1C
    -1%	-91%[inhibitor]	15%[38.3 µM]	-9%[46.1 µM]	0%	-1.1%	-1%	0%
- Cc1cc(NS(=O)(=O)c2ccc(NC(=O)CSc3nnc(-c4ccco4)n3N)cc2)nc(C)n1
    .	.	.	7%[46.1 µM]	.	-1.8%	3%	-8%
- NC(=S)N/N=C/c1ccc(-c2ccc(SC(F)F)cc2)o1
    19%	.	.	?	.	?	?	-13%
- O=C(c1ccc(S(=O)(=O)Nc2ccccc2)cc1)N1CCOCC1
    -7%	-14%	-3%[38.3 µM]	-1%[46.1 µM]	-1%	7.7%	6%	-6%
- S=c1[nH]nc(-c2ccccn2)n1/N=C/c1cccs1
    3%	3%	-5%	-3%	-1%	-1.9%	5%	-3%
- Cc1cc(/C=N/NC(=O)C(=O)NCc2ccccn2)c(C)n1-c1ccccc1
    6%	21%	-3%	11%	-14%	0.0%	-1%	-4%
- Cc1c(C(c2ccc(N(C)C)cc2)c2c(C)n(C)n(-c3ccccc3)c2=O)c(=O)n(-c2ccccc2)n1C
    13%	7%	2%	-11%	-9%	6.5%	-13%	-16%
- O=C(COC(=O)c1ccc([N+](=O)[O-])o1)Nc1nc2ccccc2s1
    19%	.	.	-9%	.	3.3%	?	-4%
- Cc1ccc(NS(=O)(=O)c2ccc(/C=C/C(=O)O)cc2)cc1Cl
    11%	7%	-1%	6%	-1%	-1.3%	16%	-1%
- Cn1c(COc2ccccc2)nnc1SCCC(=O)Nc1ccccc1
    6%	-9%	-1%[38.3 µM]	-18%[46.1 µM]	1%	2.8%	5%	-1%
- Cc1ccc2nc(SCC(=O)Nc3ccc4c(c3)OCCO4)[nH]c2c1
    2%	-4%	1%[38.3 µM]	-7%[46.1 µM]	1%	1.5%	2%	-5%
- COc1ccc(S(=O)(=O)N2CCCc3ccccc32)cc1OC
    6%	.	.	-17%	.	-0.7%	0%	-14%
- COc1ccccc1CCC(=O)Nc1nc2ccccc2[nH]1
    3%	13µM*	36%[38.3 µM]	-16%[46.1 µM]	-3%	0.0%	-2%	12%
- CC(NC(=O)CSc1nc2ccccc2n1CCC#N)c1ccc(F)cc1 (stereo unspecified)
    12%	-11%	25%[38.3 µM]	-16%[46.1 µM]	15%	-0.2%	5%	-3%
- O=C(O)/C=C/C(=O)Nc1ccc(OC(F)(F)F)cc1
    -3%	.	.	-16%	.	-1.0%	-1%	i
- Oc1ccc(/C=N/Nc2nc(N3CCCCCC3)nc(N3CCCCCC3)n2)c(O)c1
    7%	-19%	8%	?	-2%	?	4%	-26%

# From PubChem

# A portion of the library; rates above refer to the full screens.
